Source: PubChem BioAssay (National Center for Advancing Translational Sciences (NCATS))
Giardia FBPA inh = inhibitors of Giardia lamblia fructose-1,6-bisphosphate aldolase; purified Giardia FBPA; Potency, µM (doses to about 59.6 µM), inactives show at the top dose activity, negative = inhibition, actives largely listed as inhibitors; hit rate 0.71% among 290,000; AID 2451; further: potency means the concentration at half of the fitted maximal effect; on the % scale 0 is the no-effect control and ±100 the full control effect; nearly all actives have a fitted effect of over 55% in size
Target sequence (A8B2U2 whole entry, looked up): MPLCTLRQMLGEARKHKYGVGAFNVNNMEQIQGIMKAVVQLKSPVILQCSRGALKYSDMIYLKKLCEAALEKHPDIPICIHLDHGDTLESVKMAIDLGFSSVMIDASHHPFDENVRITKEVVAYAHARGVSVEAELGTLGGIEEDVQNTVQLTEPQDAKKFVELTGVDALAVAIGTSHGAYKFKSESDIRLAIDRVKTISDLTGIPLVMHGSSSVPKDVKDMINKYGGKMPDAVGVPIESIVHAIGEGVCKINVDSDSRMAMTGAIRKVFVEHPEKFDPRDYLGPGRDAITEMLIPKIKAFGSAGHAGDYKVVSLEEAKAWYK
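40 nM FBPA preincubated 10 min at RT with compound (up to 57.5 uM final), then substrate plus GAPDH/TPI/NAD/arsenate coupling and diaphorase/resazurin added. Fluorescence read after 20 min at RT, 525/598 nm.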
Shiga toxin inh = inhibitors of Shiga toxin in Vero cells | Vero cells, Shiga toxin protein synthesis inhibition reporter | inhibition, % at 38.7 µM | hit rate 9.2% among 290,000; in the data active means inhibition mostly above about 28%, no sharp cut-off; inactive means mostly below about 43%; further: 0% is about no effect
AmpC no deterg = AmpC beta-lactamase inhibition without detergent | P00811 | AmpC nitrocefin hydrolysis, absorbance 480 nm, 0.0001% Triton | AID 485341 | Potency, µM (doses to about 57.1 µM), for inactives: at the highest dose activity change, negative = inhibition, usual class: inhibitors | hit rate 0.52% among 330,000;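 further: potency means the concentration at half of the fitted maximal effect; plate controls were no compound for no effect and no enzyme for full effect; nearly all actives have a fitted effect of over 20% in size; some results filed as inactive show a strong effect at the top dose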
Target sequence (P00811 whole entry, looked up): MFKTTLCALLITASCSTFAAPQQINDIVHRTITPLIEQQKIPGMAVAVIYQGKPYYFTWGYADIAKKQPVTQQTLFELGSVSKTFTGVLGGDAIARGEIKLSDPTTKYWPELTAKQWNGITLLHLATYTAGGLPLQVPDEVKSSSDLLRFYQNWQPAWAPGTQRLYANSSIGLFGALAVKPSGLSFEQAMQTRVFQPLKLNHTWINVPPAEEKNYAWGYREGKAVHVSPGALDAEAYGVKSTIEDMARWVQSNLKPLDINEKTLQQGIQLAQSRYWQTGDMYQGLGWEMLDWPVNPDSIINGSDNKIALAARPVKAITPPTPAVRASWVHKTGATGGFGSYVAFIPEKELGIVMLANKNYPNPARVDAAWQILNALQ
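20 mM phosphate pH 7.0 + 0.01% (detergent screen) or 0.0001% Triton X-100; 5.3 nM AmpC reagent; cpd preinc 15 min RT; nitrocefin (800 uM stock) to start; A480 q20 s × 4 min; Activity was normalised to no-enzyme and no-compound control wells.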
CHX counter = counter-screen for Shiga toxin inhibitors: cycloheximide protein synthesis inhibition | cell reporter, cycloheximide protein synthesis inhibition counterscreen | max response, % | hit rate 12% among 300,000 | AID 2314; in the data active means max response mostly above about 13%, no sharp cut-off; inactive means mostly below about 14%; further: read at 38.3 µM for the half of the compounds with a filed dose; 0% is about no effect
AmpC inh detg = inhibitors of E. coli AmpC beta-lactamase with detergent; Potency, µM (series often up to 114 µM), for the others: top-dose activity change, negative = inhibition, usual class: inhibitors; AmpC hydrolysis of nitrocefin, absorbance 480 nm, 0.01% Triton; hit rate 0.041% among 370,000; AID 485294; P00811;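 further: potency means the concentration at half of the fitted maximal effect; 0% = no-compound wells and -100% = no-enzyme wells; nearly all actives have a fitted effect of over 25% in size; some results filed as inactive show a strong effect at the top dose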
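AmpC (5.3 nM in the dispensed reagent) in 20 mM phosphate pH 7.0 with 0.01% (detergent screen) or 0.0001% Triton X-100 was preincubated with compounds for 15 min at room temperature. Nitrocefin was then added from an 800 uM solution, and hydrolysis was followed at 480 nm.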
HCMV inh = human cytomegalovirus inhibition; activity change, negative = inhibition, % at 57.5 µM; AID 1259415; hit rate 4.5% among 410,000; HFF cells, HCMV-luciferase reporter, 72 h; hits give low values; in the data active means activity change below about -60%; inconclusive means no clear call, values can overlap the other calls; inactive means above about -39%; further: on the % scale 0 is the no-effect control and ±100 the full control effect
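After 16 h attachment at 37C, HFF cells received test compound and HCMV-luciferase (1 PFU/cell); reporter luminescence read 72 h later, data normalized against buffer-only and known inhibitor Salinomycin.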
AMA1 RON2 block = AMA1-RON2 (P. falciparum) interaction inhibition | AlphaScreen AMA1-biotinylated RON2 peptide binding | AID 720542 | Potency, µM (series often up to 58.2 µM), without a hit: at the top dose activity change, negative = inhibition, actives largely listed as inhibitors | hit rate 0.2% among 360,000;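 further: potency means the concentration at half of the fitted maximal effect; 0% = vehicle wells and -100% = peptide control; nearly all actives have a fitted effect of over 45% in size; some results filed as inactive show a strong effect at the top dose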
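AMA1 (3D7) with his tag at 25 nM final met compounds first, then biotinylated RON2 peptide at 25 nM; detection used donor plus acceptor beads, 10 µg/mL apiece, read by AlphaScreen after 30 min at room temperature.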
Numbers without * were called inactive; ? = inconclusive; · = no result given; [ ] = dose if it differs, or a comment. Unless noted, the call rests on the fitted dose curve; in most records, active means well fitted curve in the direction sought with a large enough effect; inconclusive means small, poorly fitted or top-dose-only effect, or another doubt; inactive means no such curve, though single readings can be large; an effect the other way counts as inactive or inconclusive.

Fields: AMA1 RON2 block, HCMV inh, Shiga toxin inh, CHX counter, Giardia FBPA inh, AmpC inh detg, AmpC no deterg
Cc1ccc(C(=O)c2c3ccc([N+](=O)[O-])cc3[n+]([O-])n2CCCN)cc1
  9%, -2, ·, ·, ·, -2%, 26%
Cn1c(-c2nonc2NC(=O)c2ccc(C(C)(C)C)cc2)nc2ccccc21
  ·, ·, -3, 1, 16%, ?, -14%
O=[N+]([O-])c1ccc2c(c1)C(N1CCOCC1)/C(=C/COc1ccc(F)cc1)O2 (stereo not given)
  -2%, 5, -2, 0, -2%, 3%, 41%
CCn1c(COc2ccccc2C)nc2ccccc21
  5%, 18, 39*, 33*, 0%, ?, -6%
CC(C)NC(=O)N1CCCN(c2nc3ccc(Cl)cc3s2)CC1
  -18%, ?, 37, 32*, 7%, -4%, 52%
O=C(CSc1nnc(NC(=O)c2ccc(S(=O)(=O)N3CCOCC3)cc2)s1)Nc1ccccc1C(F)(F)F
  -6%, -9, -8, -1, 5%, 1%, -31%
O=C(Nc1ccc2c(c1)OCCO2)c1cc2sccc2n1Cc1ccc(F)cc1
  -29%, -30, 65*, 31*, -15%, -3%, -48%
CCN(C(=O)COC(=O)c1ccc(O)cc1)c1cccc2ccccc12
  10%, -5, ·, ·, ·, ·, -19%
COc1ccc(CNS(=O)(=O)c2ccc(N3CCCC3)cc2Br)cc1
  0%, 25, ·, ·, ·, ·, -7%
C=CCOc1cccc(CNCc2cccnc2)c1
  -6%, 21, 29, 1, ?, -12%, -16%
COc1ccc(C(=O)N2CCSCC2)cc1OC1CCN(C(C)=O)CC1
  -14%, -5, -24, 6, ·, -11%, -3%
O=C(c1ccccc1-n1cccn1)N1CCc2c([nH]c3ccccc23)C1c1ccccn1 (stereo not given)
  2%, ?, 17, 11*, -1%, 3%, 82%[activator]
Cc1nn(-c2ccccc2)c(N2CCCC2)c1/C=N/NC(=S)Nc1ccccc1C(F)(F)F
  44%[activator], ?, 7, -3, -2%, ?, -8%
COc1cccc2cc(C(=O)Nc3cc(Cl)ccc3N3CCOCC3)c(=O)oc12
  3%, ·, ·, 8, -4%, -12%, -13%
CC(=O)Nc1ccc(NC(=O)CSc2nnc(COc3ccccc3C)n2CC2CCCO2)cc1 (stereo not given)
  0%, 36, 13, 22, 6%, 0%, 12%
COc1ccc(/C=C(/C#N)C(=O)Nc2cccnc2)cc1OC
  18%, -19, -13, -5, -1%, -1%, -8%
Cc1nn(-c2ccc([N+](=O)[O-])cc2)c2c1C(c1ccc(OC(F)F)cc1)N1C(=N2)C(=O)Nc2ccccc21 (stereo not given)
  -12%, -15, -13, -4, -2%, 6%, -29%
O=C(Nc1c2c(nn1-c1cccc(Cl)c1)CS(=O)(=O)C2)c1ccc2c(c1)OCO2
  6%, -36, 7, -1, -6%, -4%, -33%
O=C(Nn1c(-c2ccc(Br)cc2)nc2ccccc2c1=O)c1ccncc1
  0%, -15, -6, -5, 9%, 4%, -27%
COc1ccccc1C(=O)Nc1ccnn1C1CCN(Cc2ccn[nH]2)CC1
  -9%, ?, 2, -3, ·, 2%, -11%
COc1ccc(C2(NC(C)=O)CCN(Cc3cccnc3)CC2)cc1
  -1%, -8, -2, -1, 9%, -15%, -12%
COC(=O)c1c(C(=O)OC)c(-c2cccc(F)c2)n2c1CS(=O)(=O)C2
  -11%, ?, -3, -6, -3%, -5%, -14%
COc1cccc(CN2CCN(C3CCN(c4ccccc4F)CC3)CC2CCO)c1 (stereo not given)
  -27%, -21, -6, 0, 1%, 3%, 91%[activator]
CCCN(CC1CC1)C(=O)CSc1nnc(-c2cc(-c3cccs3)nc3ccccc23)o1
  12%, 7, 11, -1, 5%, 1%, -19%
O=[N+]([O-])c1cc(S(=O)(=O)N2CCCC2)ccc1N/N=C/c1cccnc1
  -9%, 15, -9, 2, 6%, -4%, -19%
CCOc1cc(NC(=S)NCCc2ccccc2)c(OCC)cc1NC(C)=O
  -8%, 12, -14, 2, -18%, 0%, 31%
Cc1cc(Cl)ccc1OCC(=O)OCC(=O)Nc1ccc(F)c([N+](=O)[O-])c1
  -27%, 29, -1, -1, -2%, ?, -19%
COc1ccccc1C(=O)NC(=O)CSc1nnc(SC)s1
  11%, -3, ·, ·, ·, -10%, -7%
COc1ccc(S(=O)(=O)NCc2ccc(C(=O)N3CCN(Cc4ccccc4)CC3)cc2)cc1
  0%, ?, 4, 10, ·, 3%, 98%[activator]
COC(=O)c1ccccc1NC(=O)C1CCC(=O)N1S(=O)(=O)c1ccc(C)cc1 (stereo not given)
  17%, 3, -7, -3, 7%, 3%, -7%
Cc1cc(Cl)ccc1OCCCC(=O)NCc1ccccn1
  2%, -11, 5, -11, 6%, -5%, 40%
S=C(c1ccc(-c2ccc(Cl)cc2Cl)o1)N1CCCC1
  -4%, ?, 22, 18*, -15%, -5%, -25%
CCC(C)[C@H](NC(=O)N1c2ccccc2NC(=O)[C@@H]1C(C)C)C(=O)N[C@@H](Cc1ccccc1)C(=O)O (stereo not given in full)
  19%, 51, -2, 1, 3%, ?, -16%
COc1ccc(CCNC(=O)COC(=O)Cn2cnc3ccccc32)cc1OC
  8%, -2, -9, 0, 0%, 0%, -13%
O=c1[nH]c(CN2CC=C(c3ccccc3)CC2)nc2cc(C(F)(F)F)ccc12
  3%, -17, -5, 0, -25%, 3%, 18%
O=C(Cn1cnnn1)NC1CCCN(Cc2ccccc2F)C1 (stereo not given)
  1%, ?, -5, 1, -3%, ?, -7%
Cc1ccc(CN2CCN(Cc3ccc4cccc(F)c4n3)CC2CCO)cc1 (stereo not given)
  0%, -10, -4, -2, 1%, ?, 74%[activator]
c1csc(-c2cc(N3CCCCC3)c3ccccc3n2)c1
  79%[activator], -22, 28, 11, 16%, -3%, -12%
O=C(Cc1ccc(Cl)cc1Cl)Nc1ccncc1Cl
  -1%, -90*, -4, 1, ·, 1%, -30%
O=C(COc1ccc2c3c(c(=O)oc2c1)CCCC3)NCCCN1CCCC1=O
  -11%, -9, -7, -10, ·, -7%, 47%
CCc1cc(CNC(=O)CCc2nnc(CCCc3ccccc3)o2)on1
  -2%, 87, 79*, 58*, 5%, -2%, 32%
CCCCN(C)C(=O)c1oc2ccc(S(=O)(=O)N3CCCCCC3)cc2c1C
  8%, ?, -18, -5, -5%, 2%, 70%[activator]
N#Cc1cccnc1Oc1ccccc1
  -7%, 59, 9, 6, 9%, -3%, 5%
CC(=O)c1cc2c(cc1NC(=O)Cc1ccsc1)OCO2
  11%, 44, ·, ·, ·, 10%, -20%
CCc1nnc(NC(=O)C2Cc3ccccc3CN2S(=O)(=O)c2ccc(C)cc2)s1 (stereo not given)
  26%, 26, 59*, 37*, ·, 0%, -2%
O=C(CSc1cc(Cl)ccc1Cl)NC1CC1
  13%, -37, ·, ·, ·, ?, -15%
CC/C(O)=C(\C#N)c1nnc2n1CCCCC2
  16%, -7, 2, -4, ·, ?, -12%
COc1ccc(C(C)=NNc2ccc([N+](=O)[O-])cc2S(=O)(=O)Nc2ccccc2C(=O)O)c(OC)c1
  63%[activator], 11, ·, ·, ·, ·, -10%
COc1ccc(NC(=O)CSc2nnnn2C2CC2)cc1S(=O)(=O)N1CCOCC1
  9%, -29, ·, ·, ·, -2%, -19%
N#C/C(=C\c1ccc(-c2ccc([N+](=O)[O-])cc2Br)o1)C(=O)N1CCN(c2ccccc2)CC1
  -5%, -17, -10, -4, 2%, -2%, -48%

New compounds follow.
Fields: AMA1 RON2 block, HCMV inh, Shiga toxin inh, CHX counter, Giardia FBPA inh, AmpC inh detg, AmpC no deterg
COCCn1nnnc1CN1CCN(c2cccc(C(F)(F)F)c2)CC1
  -6%, -12, -11, -1, -21%, 4%, 62%[activator]
COc1ccc(OC)c(S(=O)(=O)N2CCN(CC(O)CN3CCOCC3)CC2)c1 (stereo not given)
  -5%, -19, ·, ·, ·, -2%, -12%
COc1ccc(N=C2S/C(=C\c3ccco3)C(=O)N2CC(C)C)cc1
  -7%, 14, 19, -6, -3%, 3%, -41%
C/C(=N\NC(=O)c1cccnc1)c1ccc(-n2ccnc2)cc1
  9%, -17, 5, -2, -2%, 1%, -2%
CC(=O)c1ccc(S(=O)(=O)Oc2ccc(C(=O)O)cc2Cl)cc1
  0%, 6, ·, ·, ·, ·, -17%
CCOC(=O)C1CCN(CC(C)(C)NS(=O)(=O)c2ccc(C)cc2)CC1
  -8%, -5, -5, 5, -22%, -5%, 32%
COc1ccc(CNC(=O)C[C@H]2C[C@H](C(=O)N3CCCCC3)[C@@]3(C)c4[nH]c5cc(-c6ccco6)ccc5c4CCN3C2=O)cc1OC
  ?, -14, ·, ·, ·, ·, 210%[activator]
Cn1ncc2c1ncn1nc(COc3ccc4ccccc4c3)nc21
  -3%, -39, -15, 40*, 2%, 8%, 2%
COc1ccc(C2C3=C(CC(C)(C)CC3=O)Oc3ncn(CCO)c(=N)c32)cc1OC (stereo not given)
  -13%, -30, -16, -3, 3%, ?, 14%
CC1(C)CC2=C(CO1)C(=S)NC(c1ccccc1)N2CC1CCCO1 (stereo not given)
  -14%, -23, -2, -1, -15%, -1%, -2%
Cc1ccc(NC(=O)CCC(=O)NNC(=O)/C=C/C(=O)O)c(C)c1
  17%[2.32 µM], -36, -8, 3, 3%, ?, -21%
O=C(NCC1CC1)c1cc([N+](=O)[O-])cc([N+](=O)[O-])c1
  12%, 12, -3, -6, -1%, -5%, -16%
CCCC(NC(=O)c1c(C)noc1C)C12CC3CC(CC(C3)C1)C2 (stereo not given)
  4%, -17, -1, 5, 6%, -5%, -12%
NCCCC[C@H](NC(=O)[C@@H](Cc1ccccc1)NC(=O)[C@H](Cc1c[nH]c2ccccc12)NC(=O)[C@@H](CCCCN)NC(=O)[C@@H](Cc1c[nH]c2ccccc12)NC(=O)[C@@H](N)Cc1cnc[nH]1)C(N)=O
  ·, ·, -7, -8, 2%, ·, ·
O=C(Nc1ccccc1)c1ccc(NCC2CCCO2)c(S(=O)(=O)N2CCOCC2)c1 (stereo not given)
  0%, 11, 32, 5, -1%, ?, 127%[activator]
CCOc1ccccc1NC(=O)COC(=O)CCOc1cc(C)ccc1C
  -9%, -15, ·, ·, ·, -11%, -23%
O=C(O)c1ccc(N=NN2CCCCCC2)cc1
  1%, 104, 74*, 42*, 14%, ?, -16%
CC(NC(=O)C12CC3CC(C)(CC(C)(C3)C1)C2)c1ccncc1 (stereo not given)
  -22%, -4, -18, -3, 3%, -13%, 2%
CC(C)CN(C(=O)CCc1ccccc1)c1c(N)n(CC(C)C)c(=O)[nH]c1=O
  1%, 21, -10, 0, 4%, -18%, -15%
Nc1c(N(CCO)C(=O)C2CCCC2)c(=O)[nH]c(=O)n1Cc1ccccc1
  9%, -3, ·, ·, ·, ·, -12%
CCOc1ccc(C(=O)N2CCN(c3ccccc3)CC2)cc1OCC
  -19%, 30, 0, -5, -2%, -7%, 56%
